Source: PubChem BioAssay
TrxR1 substrate = is turned over as a substrate by rat TrxR1 | O89049 | purified TrxR1 substrate turnover, NADPH consumption readout | Potency, µM (highest dose often 114 µM), for the others: at the top dose activity change, negative = substrate turnover | 0.01% of 390,000 active | AID 588456; also: potency is read from the fitted curve at half-maximal effect; % is scaled to controls: 0 for no effect and ±100 for the full control effect; nearly all actives have a fitted effect of over 50% in size
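Rat TrxR1, dispensed at 90 nM, was prereduced with 400 uM NADPH (final) for 5 min at ~22 deg C, then incubated with compound 15 min before 400 uM selenite. A first-read NADPH fluorescence drop versus no-compound background flagged substrates.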
Vif-A3F inh = Vif-A3F binding inhibition; 0.2% of 390,000 active; Potency, µM (top dose mostly 46.1 µM), for inactives: top-dose activity, negative = active; HeLa A3F-eYFP + Vif (tagged APOBEC3F with the HIV-1 protein that degrades it), YFP fluorescence increase; also: potency is read from the fitted curve at half-maximal effect; % of control where 0% means no effect; nearly all actives have a fitted effect of over 65% in size
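Fluorescence increase (Ex 488/Em 500-530) after overnight compound treatment at 37 deg C flags inhibition of Vif-driven A3F-eYFP loss in stable HeLa A3F-eYFP/Vif cells seeded overnight beforehand.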
USP1 inh = blocks the human USP1/UAF1 deubiquitinase complex | O94782 | recombinant USP1/UAF1, Ub-Rhodamine cleavage fluorescence | Potency, µM (series often up to 57.1 µM), inactives show at the highest dose activity change, negative = inhibition, actives largely listed as inhibitors | 0.23% of 390,000 active; also: potency is read from the fitted curve at half-maximal effect; % is scaled to controls: 0 for no effect and ±100 for the full control effect; nearly all actives have a fitted effect of over 60% in size; inactives centre near -12
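Step one: compound is pinned into 1nM USP1/UAF1 in HEPES pH 7.8 buffer with TCEP. Step two: 15 min room-temperature incubation. Step three: Ub-Rho (150nM final) starts cleavage, tracked by fluorescence over six one-minute reads.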
LDHA inh = blocks human lactate dehydrogenase A; purified LDHA, NADH/diaphorase-resazurin fluorescence; stronger effect = lower value; P00338; 0.15% of 480,000 active; activity change, % (values are at about 110 or 230 µM); in the data active = activity change below about -30%; inconclusive = mostly about -25% to -30%;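 also: plate controls were DMSO wells for no effect and wells without enzyme for full effect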
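LDH5 2 nM; NADH 0.06 mM, pyruvate 0.2 mM; 200 mM Tris pH 7.4, EDTA, Tween-20; 5 min RT. Detection: diaphorase 0.133 mg/mL + resazurin 37 µM, fluorescence ex540/em590 at 0 and 20 min; normalized to enzyme-free and DMSO wells.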
TrxR1 inh = blocks rat thioredoxin reductase 1. 1% of 390,000 active. Potency, µM (highest dose often 114 µM), for inactives: top-dose activity change, negative = inhibition, usual class: inhibitors. O89049. recombinant rTrxR1, NADPH fluorescence consumption, selenite substrate; also: potency is read from the fitted curve at half-maximal effect; % is scaled to controls: 0 for no effect and ±100 for the full control effect; nearly all actives have a fitted effect of over 65% in size
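Rat TrxR1 (90 nM in the dispensed reagent) was pre-reduced with 400 uM NADPH for 5 min at room temperature, then incubated with compound for 15 min. After 400 uM selenite was added, NADPH fluorescence (Ex 340/Em 450 nm) was followed for 8 min.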
IDH1 R132H inh = inhibitors of human mutant IDH1 R132H | O75874 | IDH1-R132H enzyme, NADPH consumption, diaphorase/resazurin fluorescence | Potency, µM (titrated, usually from 76.6 µM), without a hit: at the highest dose activity change, negative = inhibition, usual class: inhibitors | 0.093% of 390,000 active; also: potency is read from the fitted curve at half-maximal effect; % is scaled to controls: 0 for no effect and ±100 for the full control effect; nearly all actives have a fitted effect of over 65% in size
Target sequence (O75874 whole entry R132H, stated change not applied): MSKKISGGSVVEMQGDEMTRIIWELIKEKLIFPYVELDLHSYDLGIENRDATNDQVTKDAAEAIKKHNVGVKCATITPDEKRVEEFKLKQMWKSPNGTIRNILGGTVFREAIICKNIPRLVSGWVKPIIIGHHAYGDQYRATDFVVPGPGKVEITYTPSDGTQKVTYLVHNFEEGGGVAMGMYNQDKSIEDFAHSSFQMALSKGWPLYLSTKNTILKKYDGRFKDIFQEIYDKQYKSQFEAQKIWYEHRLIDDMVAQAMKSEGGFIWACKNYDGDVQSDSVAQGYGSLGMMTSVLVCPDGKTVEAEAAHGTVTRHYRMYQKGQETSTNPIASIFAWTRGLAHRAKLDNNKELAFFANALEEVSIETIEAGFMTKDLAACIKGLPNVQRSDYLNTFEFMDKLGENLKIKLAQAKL
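IDH1-R132H (0.5 ug/mL dispensed) in pH 7.5 Tris buffer was preincubated 30 min with compound, then given a substrate mix of 0.016 mM NADPH and 2 mM alpha-KG for 80 min at room temperature; remaining NADPH was read by diaphorase/resazurin fluorescence.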
Vif-A3G inh = Vif-A3G binding inhibition. HeLa A3G-eYFP + Vif (tagged APOBEC3G with the HIV-1 protein that degrades it), YFP fluorescence, overnight. Potency, µM (doses to about 46.1 µM), without a hit: top-dose activity, negative = active, actives largely listed as inhibitors. 0.076% of 410,000 active. AID 602310;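 also: potency is read from the fitted curve at half-maximal effect; % is scaled to controls: 0 for no effect and ±100 for the full control effect; nearly all actives have a fitted effect of over 60% in size; hits raise eYFP signal because A3G escapes Vif-driven loss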
Target sequence (Q9HC16 whole entry, looked up): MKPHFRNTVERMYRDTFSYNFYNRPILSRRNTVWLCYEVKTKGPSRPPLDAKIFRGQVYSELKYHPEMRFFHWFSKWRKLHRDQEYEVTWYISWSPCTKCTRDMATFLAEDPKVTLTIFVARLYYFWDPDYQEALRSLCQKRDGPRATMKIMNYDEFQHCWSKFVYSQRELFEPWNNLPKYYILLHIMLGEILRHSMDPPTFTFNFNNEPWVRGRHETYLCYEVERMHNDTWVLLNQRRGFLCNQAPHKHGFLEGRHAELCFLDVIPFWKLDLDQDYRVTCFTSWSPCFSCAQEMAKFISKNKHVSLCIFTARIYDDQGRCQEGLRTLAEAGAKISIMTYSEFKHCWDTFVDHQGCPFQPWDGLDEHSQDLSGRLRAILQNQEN
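HeLa cells stably expressing Vif and C-terminally eYFP-tagged A3G, seeded overnight at 37 deg C, then exposed to compound by pintool overnight at 37 deg C. Rise in yellow fluorescence (Ex 488/Em 500-530, Acumen) marks blocked Vif-driven A3G degradation.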
GRP78 ERSR act = induces the endoplasmic reticulum stress response in human glioma cells. 0.02% of 420,000 active. Potency, µM, without a hit: at the highest dose activation, hits mostly activators. AID 602332. U87-MG GRP78 promoter luciferase reporter, 16 h; also: potency is read from the fitted curve at half-maximal effect; series mostly up to about 76 µM; % of control where 0% means no effect; nearly all actives have a fitted effect of over 35% in size
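ERSR induction read as luciferase luminescence (Bright-Glo, 10 min at room temperature) in stably transfected human U87-MG glioma cells exposed to compounds for 16 h, using GRP78 as sensor.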
RGS4 inh = blocks human RGS4-accelerated GTP hydrolysis. P49798. Transcreener GDP fluorescence polarization, RGS4-accelerated GTP hydrolysis. Potency, µM (titrated, usually from 114 µM), for inactives: at the top dose activity change, negative = inhibition, actives largely listed as inhibitors. 0.039% of 390,000 active; also: potency is read from the fitted curve at half-maximal effect; % is scaled to controls: 0 for no effect and ±100 for the full control effect; nearly all actives have a fitted effect of over 75% in size; some results filed as inactive show a strong effect at the top dose
Target sequence (P49798 whole entry, looked up): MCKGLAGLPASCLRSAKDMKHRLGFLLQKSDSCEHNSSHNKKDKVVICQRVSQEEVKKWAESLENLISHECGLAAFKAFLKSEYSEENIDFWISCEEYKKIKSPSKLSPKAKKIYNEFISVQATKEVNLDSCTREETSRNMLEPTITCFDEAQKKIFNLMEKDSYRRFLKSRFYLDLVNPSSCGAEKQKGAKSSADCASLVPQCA
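MLSMR compounds (23 nl, pin-transferred) preincubated 10 min at room temperature with a 500nM (2x) first reagent, then RGS4 at 900nM (2x) plus Transcreener GDP mix added; fluorescence polarization (620/688 nm) read before and after 90 min at 30 °C.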
Active calls of the source: *; ? = inconclusive; / = no result given; [ ] = another dose, or the depositor's remark. Unless noted, calls follow the shape of the dose curve; as a rule, active = well fitted curve in the direction sought with a large enough effect; inconclusive = small, poorly fitted or top-dose-only effect, or another doubt; inactive = no such curve, though single readings can be large; an effect the other way counts as inactive or inconclusive. This is a subset. The share of hits here may be higher or lower than overall.

The line under a structure holds: TrxR1 substrate	Vif-A3F inh	USP1 inh	LDHA inh	TrxR1 inh	IDH1 R132H inh	Vif-A3G inh	GRP78 ERSR act	RGS4 inh
1	Cc1ccccc1NC(=O)NCc1ccco1
→ -9%	-8%	-6%	0	-17%	1%	0%	0%	-2%
2	CCCN1CCN(CCCNC(=O)c2ccc3c(c2)sc2nc(-c4ccc(C)cc4)cn23)CC1
→ 7%	-1%	-10%	4	9%	24%	?	2%	-16%
3	COc1ccccc1CN1CC(C(=O)N(C)CCc2ccccn2)CCC1=O (stereo not drawn)
→ /	-5%	-24%	-8	/	-7%	0%	-2%	/
4	COc1ccc(/C=N\NC(=O)c2ccccc2Br)cc1COc1ccc(F)cc1
→ 0%	-2%	-6%	-6	16%	2%	-4%	-6%	-12%
5	Cc1cc(-c2cc(C)c(N)cc2C)c(C)cc1N
→ 0%	?	-11%	-15	12%	-1%	?	-3%	3%
6	O=C(COC(=O)/C=C/c1cccs1)Nc1ccccc1Cl
→ -6%	-10%	-17%	-5	-1%	-8%	-8%	0%	10%
7	O=C(NNC(=S)NC(=O)c1ccccc1[N+](=O)[O-])c1ccc(Cl)cc1Cl
→ 2%[57.1 µM]	-1%	-17%	-5	-18%[57.1 µM]	-7%	1%	-3%	-27%
8	Cc1cc2c(cc1S(=O)(=O)N1CCN(c3cccc(C)c3C)CC1)OCC(=O)N2
→ 1%[57.1 µM]	-16%	-28%	-7	3%[57.1 µM]	-8%	4%	?	4%
9	CC(Oc1ccccc1)C(=O)OCc1cc(=O)n2nc(C(C)C)sc2n1 (stereo not drawn)
→ -4%[57.1 µM]	3%	-4%	-12	7%[57.1 µM]	-1%	3%	0%	11%
10	NS(=O)(=O)c1ccc(CCNC(=O)c2coc3ccccc3c2=O)cc1
→ -2%	15%	-13%	-14	9%	5%	2%	-5%	40%
11	COc1ccc2sc(C)cc(=O)c2c1
→ /	-4%	-21%	-7	/	0%	-3%	1%	/
12	Cc1nn(CC(=O)N2CCCc3ccccc32)c(C)c1[N+](=O)[O-]
→ -4%	-1%	-3%	-5	-3%	-3%	0%	2%	22%[11.4 µM]
13	c1ccc(-c2nc3ccccc3[nH]2)nc1
→ 0%	-8%	-11%	5	-11%	2%	-1%	-7%	5%
14	CC(=O)c1c(N2CCCCC2)nc(=O)n(-c2ccccc2)c1C
→ 11%[57.1 µM]	0%	-12%	-1	13%[57.1 µM]	1%	-3%	0%	13%
15	O=[N+]([O-])c1cccc(-c2nnc3n2CCCCC3)c1
→ -8%	0%	0%	-5	-8%	-4%	-2%	-2%	-3%
16	Cc1ccc(S(=O)(=O)N2CCC(C(=O)NCCc3ccc(S(N)(=O)=O)cc3)CC2)cc1
→ 4%	-5%	-4%	-1	5%	0%	0%	-2%	11%
17	COc1ccccc1CNC(=O)C1CC2Cn3c(nc4cc(C)c(C)cc43)C2N1C (stereo not drawn)
→ -3%	-2%	-1%	-4	4%	-1%	5%	0%	28%
18	Cc1nc(SCCO)c2oc3ccccc3c2n1
→ 6%	-16%	?	-1	7%	6%	-1%	4%	6%
19	N#CC(OC(=O)c1ccccc1)c1cccc([N+](=O)[O-])c1 (stereo not drawn)
→ 1%	-8%	-16%	-10	-4%	-12%	0%	0%	18%
20	O=C(Nc1cccc2cccnc12)c1ccc2c(c1)OCCO2
→ 1%[57.1 µM]	1%	-1%	-5	15%[57.1 µM]	13%	1%	6%	-5%
21	Cc1cccc(N2CCN(c3nc4ccccc4n4cnnc34)CC2)c1C
→ 17%	4%	-18%	-2	45%[activator]	-2%	3%	-1%	4%
22	COc1ccc(NC(=O)CSc2nnnn2-c2ccccc2F)cc1
→ 1%	-8%	0%	-2	39%[11.4 µM]	2%	1%	-2%	8%
23	Cc1ccc2nc(-c3c[nH]c4ccccc34)c(Nc3ccccc3)n2c1
→ 75%[activator]	-20%	?	1	4%	16%	-9%	0%	-13%
24	Cc1ccc(S(=O)(=O)N2CCOCC2)cc1NC(=O)COC(=O)CCC(=O)c1cccs1
→ 3%	-10%	-7%	-4	7%	-1%	0%	9%	2%
25	Cc1ccc(CSc2nnc3[nH]c(=O)cc(C)n23)cc1
→ -2%[57.1 µM]	1%	-9%	0	9%[57.1 µM]	8%	9%	-4%	-23%
26	COc1ccc(Nc2nc(C(F)(F)F)nc(C)c2C#N)cc1
→ -3%	1%	-8%	-9	-1%	-2%	2%	-1%	15%
27	COc1ccc(CCNC(=O)c2cccc(S(=O)(=O)N3CCCCCC3)c2)cc1
→ -4%	-7%	-19%	-7	22%	3%	0%	-5%	13%
28	Cc1ccc(/C=C/c2onc(C)c2S(=O)(=O)N2CCC(C(=O)N3CC(C)Oc4ccccc43)CC2)cc1 (stereo not drawn)
→ 4%[57.1 µM]	4%	?	1	18%[57.1 µM]	3%	0%	-2%	2%
29	COC(=O)c1ccc(COC(=O)c2cnccn2)cc1
→ 2%[57.1 µM]	0%	-6%	-7	6%[57.1 µM]	-2%	6%	-2%	19%
30	CC1(C)Oc2ccc3ccc(=O)oc3c2C[C@H]1O
→ 105%[activator][57.1 µM]	0%	-17%	-1	17%[57.1 µM]	-14%	2%	-4%	1%
31	COc1cc(C2c3c(oc4ccccc4c3=O)C(=O)N2c2nncs2)cc(OC)c1OC (stereo not drawn)
→ 1%	9%	4%	-6	26%	6%	7%	-4%	-16%
32	Cc1cccc(OCCCCn2nnc3sc4c(c3c2=O)CCC(C)C4)c1 (stereo not drawn)
→ -2%	/	-2%	-2	6%	/	/	/	-8%
33	CCCC(=O)NC(c1cccs1)c1cc([N+](=O)[O-])c2cccnc2c1O (stereo not drawn)
→ -24%	-23%	-22%	4	-30%	?	-8%	-2%	-1%
34	CCc1ccc(/C=C2\CN(CC)Cc3c2nc2ccccc2c3C(=O)O)cc1
→ 2%	4%	-12%	2	-6%	3%	1%	-3%	-10%
35	CCOC(=O)c1ccc2c(c1)n(CC)c(C)[n+]2CC
→ -16%[57.1 µM]	-34%	-10%	-18	12%[57.1 µM]	0%	2%	-5%	-27%
36	COC(=O)c1cn(NC(=O)Cn2nc([N+](=O)[O-])c(Br)c2C)c(=O)c2ccccc12
→ -10%	-17%	-8%	-18	0%[57.1 µM]	-2%	-1%	0%	-9%
37	COc1cccc(-c2nnc3n2N=C(c2cccc(Br)c2)CS3)c1
→ 9%	-2%	-22%	-10	33%	3%	0%	-7%	-1%
38	CCN(N=O)c1ccc(/C=C/c2ccnc3ccccc23)cc1
→ -7%	/	/	1	11%	/	-8%	-4%	/
39	Cc1nn(CC(=O)NCCc2ccccc2)c(=O)c2ccccc12
→ 6%[11.4 µM]	-6%	-9%	0	10%[11.4 µM]	3%	6%	-2%	-38%
40	CC(CNC(=O)C(=O)NC(C)CCc1ccccc1)Cc1ccccc1 (stereo not drawn)
→ 1%	-7%	7%	-2	-1%	0%	1%	-3%	0%
41	C/C(CCC(C)C)=N\NS(=O)(=O)c1ccc(C)c([N+](=O)[O-])c1
→ 6%[57.1 µM]	-2%	-10%	-1	14%[57.1 µM]	10%	3%	-1%	-37%[56.9 µM]
42	OC(COCC1CC=CCC1)Cn1cnc2ccccc21 (stereo not drawn)
→ -2%	-16%	4%	0	2%	-6%	0%	-2%	-3%
43	COc1ccccc1C(CNC(=S)NCc1ccccc1)N1CCCC1 (stereo not drawn)
→ -8%	1%	-3%	-2	-1%	0%	12%	-5%	32%
44	O=C(NCc1ccccc1)N1CCNCC1
→ 1%[57.1 µM]	0%	-12%	-1	18%[57.1 µM]	2%	-3%	-2%	-18%
45	c1ccc(NC2=NCCN2CC2CCCC2)cc1
→ 2%	1%	-7%	-6	11%	11%	1%	-7%	13%
46	COc1cc2ccccc2cc1C(=O)N1CCc2ccccc21
→ -11%	-5%	-8%	0	-13%	9%	-25%	-4%	-15%
47	CN(Cc1ccccc1)C(=O)CSc1nc2ccccc2[nH]1
→ 7%	9%	-12%	-12	19%	3%	-6%	0%	4%
48	O=C1NC(Cc2ccc(O)cc2)c2nc3ccc(F)cc3c(=O)n2-c2ncccc21 (stereo not drawn)
→ /	1%	-26%	0	/	3%	-8%	-2%	/

Some values from the list:
For GRP78 ERSR act, `CCCC(=O)NC(c1cccs1)c1cc([N+](=O)[O-])c2cccnc2c1O` (stereo not drawn) has the entry -2%
For Vif-A3G inh, `Cc1nn(CC(=O)NCCc2ccccc2)c(=O)c2ccccc12` has the entry 6%

Three entries out of the list above, arranged by their value in TrxR1 inh, descending.
no. | Structure | TrxR1 substrate | USP1 inh | TrxR1 inh | IDH1 R132H inh | GRP78 ERSR act | RGS4 inh
31 | COc1cc(C2c3c(oc4ccccc4c3=O)C(=O)N2c2nncs2)cc(OC)c1OC (stereo not drawn) | 1% | 4% | 26% | 6% | -4% | -16%
38 | CCN(N=O)c1ccc(/C=C/c2ccnc3ccccc23)cc1 | -7% | / | 11% | / | -4% | /
46 | COc1cc2ccccc2cc1C(=O)N1CCc2ccccc21 | -11% | -8% | -13% | 9% | -4% | -15%
